# hIAP act: increases human intestinal alkaline phosphatase activity; purified human IAP, CDP-Star luminescence, 30 min; hits give high values; 1 = vehicle-only enzyme, 0 = enzyme-free background; AID 2524; activation factor at 10 µM; 330,000 tested, 0.16% active;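 active = activation factor of the enzyme at least 2-fold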; also: the source names both 10 and 20 µM as test concentration; values of inactives mirror those of a sister screen read the other way
# TIM10 inh: TIM10 yeast growth inhibition; S. cerevisiae TIM10 strain growth, BacTiter-Glo luminescence, 24 h; inhibition, % at 10 µM; 330,000 tested, 1.4% active; AID 463195;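 active = inhibition of 40% or more at the single tested concentration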;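 also: wild-type TIM10 isogenic control strain grown at permissive 25 °C; 0% = DMSO yeast wells and 100% = minimal medium wells without yeast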
# NALP3 yeast inh: inhibitors of NALP3 inflammasome in yeast. Yeast reconstituted NLRP3/ASC/caspase-1, beta-gal luminescence, 24 h. inhibition, % at 10 µM. 330,000 tested, 0.39% active. AID 2825;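 active = inhibition of 50% or more; inactive = inhibition below 50%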;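 also: plate controls were induced DMSO wells for no effect and uninduced yeast grown without galactose for full effect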
# mIAP inh: mouse IAP inhibition | purified mouse IAP, CDP-Star luminescence, 30 min | AID 2806 | 330,000 tested, 0.2% active | inhibition, % at 10 µM;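 active = inhibition of at least 40% at 10 µM in the primary screen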;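 also: plate controls were DMSO with enzyme for no effect and no enzyme wells for full effect; values of inactives mirror those of a sister screen read the other way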
# tim10-1 inh: inhibits growth of tim10-1 mutant yeast | 330,000 tested, 2.2% active | inhibition, % at 20 µM | S. cerevisiae tim10-1 ts strain growth, BacTiter-Glo, 24 h;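 active = inhibition of at least 40%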;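 also: mutant grown at 25 °C; 0% = DMSO wells with yeast and 100% = wells holding no yeast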
# ATG4B inh: inhibitors of human ATG4B cysteine protease | Q9Y4P1 | ATG4B cleavage of LC3-PLA2, NBD-HPC fluorescence, 1 h | inhibition, % at 8.33 µM | 340,000 tested, 0.51% active | AID 504462; in the data active = inhibition above about 40%
# Apaf1 inhib: blocks human Apaf-1 apoptosome activity; AID 489030; reconstituted apoptosome caspase-3 activity, DEVD-Rh110 fluorescence; 330,000 tested, 0.71% active; O14727; inhibition, % at 20 µM; active = inhibition of at least 40% at 20 µM;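 also: plate controls were DMSO wells for no effect and DEVD-CHO caspase inhibitor wells for full effect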
# Target sequence (O14727 whole entry, looked up): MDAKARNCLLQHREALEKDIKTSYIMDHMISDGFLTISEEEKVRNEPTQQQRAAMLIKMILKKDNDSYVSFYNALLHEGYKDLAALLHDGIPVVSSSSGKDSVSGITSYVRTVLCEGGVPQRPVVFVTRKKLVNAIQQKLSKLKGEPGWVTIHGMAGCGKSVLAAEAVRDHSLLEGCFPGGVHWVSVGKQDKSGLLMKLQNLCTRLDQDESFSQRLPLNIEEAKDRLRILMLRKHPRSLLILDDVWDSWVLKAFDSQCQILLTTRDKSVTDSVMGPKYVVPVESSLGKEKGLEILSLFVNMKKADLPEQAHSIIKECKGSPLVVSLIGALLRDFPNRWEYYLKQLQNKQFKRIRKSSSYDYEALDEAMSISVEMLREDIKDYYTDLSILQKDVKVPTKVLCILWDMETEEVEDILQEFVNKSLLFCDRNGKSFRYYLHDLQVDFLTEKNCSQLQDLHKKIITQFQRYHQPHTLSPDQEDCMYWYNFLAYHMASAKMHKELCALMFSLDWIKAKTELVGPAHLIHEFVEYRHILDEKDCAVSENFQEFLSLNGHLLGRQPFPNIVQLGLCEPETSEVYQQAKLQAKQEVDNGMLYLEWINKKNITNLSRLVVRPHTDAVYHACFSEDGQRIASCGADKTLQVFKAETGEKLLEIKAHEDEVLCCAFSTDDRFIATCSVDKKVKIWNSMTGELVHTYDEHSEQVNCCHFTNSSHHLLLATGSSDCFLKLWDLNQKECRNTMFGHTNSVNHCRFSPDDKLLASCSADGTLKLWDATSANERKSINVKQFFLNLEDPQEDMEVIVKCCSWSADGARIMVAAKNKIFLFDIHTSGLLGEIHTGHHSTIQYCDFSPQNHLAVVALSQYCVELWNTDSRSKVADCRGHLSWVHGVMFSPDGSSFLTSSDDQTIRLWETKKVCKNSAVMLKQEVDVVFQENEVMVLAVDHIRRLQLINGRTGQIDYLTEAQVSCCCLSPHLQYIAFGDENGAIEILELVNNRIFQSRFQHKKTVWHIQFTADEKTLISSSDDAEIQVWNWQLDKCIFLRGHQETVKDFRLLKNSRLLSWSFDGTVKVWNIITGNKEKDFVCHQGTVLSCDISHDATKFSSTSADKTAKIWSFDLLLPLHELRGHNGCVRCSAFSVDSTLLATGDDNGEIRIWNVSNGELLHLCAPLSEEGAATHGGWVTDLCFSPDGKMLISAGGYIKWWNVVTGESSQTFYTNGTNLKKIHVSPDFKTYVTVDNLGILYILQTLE
#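 Material: reconstituted apoptosome with Apaf-1, cytochrome c, caspase-9, procaspase-3, dATP / Buffer or medium: pH 7.5 Hepes buffer with CHAPS, BSA, DTT / Also added: cytochrome c with DEVD-Rh110 / Schedule: compound with Apaf-1, dATP, procaspase-3 30 min, then 50 min reaction, room temperature / Technique: rhodamine 110 fluorescence at Ex 480/Em 540 nm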
# hIAP block: human IAP inhibition | 330,000 tested, 0.12% active | inhibition, % at 10 µM | purified IAP, CDP-Star luminescence, 30 min;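 active = inhibition reaching a set limit with compound at 10 µM in the primary screen, cut at about 35% in these data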;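 also: plate controls were DMSO wells with enzyme for no effect and no-enzyme buffer wells for full effect; values of inactives mirror those of a sister screen read the other way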
# mIAP act: mouse IAP activation | activation factor at 10 µM | muIAP, CDP-Star luminescence, 30 min; hits give high values; 1 = vehicle-only enzyme signal, 0 = enzyme-free wells | 330,000 tested, 0.24% active;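 active = activation factor of at least 2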; also: the source names both 10 and 20 µM as test concentration; values of inactives mirror those of a sister screen read the other way
#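 Assay system: mouse IAP enzyme / Compound: DMSO-dissolved test compounds / Timing: 30 min, room temperature / Measured by: luminescence from enzymatic CDP-Star hydrolysis / Control set: DMSO-only wells, enzyme-free buffer wells as negative control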
# An asterisk follows results filed as active.
SMILES,hIAP act,TIM10 inh,NALP3 yeast inh,mIAP inh,tim10-1 inh,ATG4B inh,Apaf1 inhib,hIAP block,mIAP act
COc1ccc(NC(=O)CN2C(=O)COc3ccc(C)cc32)cc1,0.91,-17,11,0,-20,2,-13,9,1
CCNS(=O)(=O)c1ccc(CCC(=O)Nc2ccccc2C(=O)OC)cc1,0.96,2,17,3,13,-4,4,4,0.97
CCOC(=O)c1cc2c(=O)n3ccccc3nc2n(Cc2ccco2)c1=NC(=O)c1ccccc1OC,1.1,21,3,-3,21,-9,-1,-14,1
COc1cccc(N/C=C/C(=O)c2ccc(C)cc2)c1,1.1,2,31,7,-3,-5,3,-6,0.93
CC(=O)N1CCc2cc(S(=O)(=O)CCC(=O)Nc3ccc(Cl)cc3F)ccc21,1.2,10,-2,3,14,-3,-13,-23,0.97
Cc1ccccc1-n1c(SCc2cccc(F)c2)nc2[nH]ncc2c1=O,0.9,24,6,3,33,-7,12,10,0.97
O=C(NCC1CCCN1S(=O)(=O)c1cccs1)C(=O)Nc1ccc(F)cc1F (centres undefined),1,0,5,-3,-5,-6,8,-2,1
COc1ccc(CC(=S)NCCc2ccccc2)cc1,0.88,-2,18,-12,-3,2,-7,12,1.1
Cc1ccc(N(CC(=O)NC2CCCCC2)C(=O)CNC(=O)c2ccco2)cc1C,1.1,1,6,3,2,10,11,-9,0.97
COc1cc(/C=N/Nc2ncc(C(F)(F)F)cc2Cl)cc(OC)c1OC,0.97,31,11,-2,33,-15,5,3,1
COc1ccc(/C=C/C(=O)c2cc(Cl)cc(Cl)c2O)c(OC)c1,0.86,8,-13,6,0,-4,17,14,0.94
CCCCCOc1ccccc1C(=O)NCCC(=O)O,1.1,-1,12,3,14,7,-3,-9,0.97
CCC(OC(=O)c1nsc(Cl)c1Cl)C(=O)NCCc1ccccc1 (centres undefined),1.1,13,20,4,4,-2,-1,-11,0.96
CC(C)N(C(=O)CSc1nnnn1C1CCCC1)C(C)C,1.3,20,19,-1,24,-4,-19,-30,1
CC(C)[C@H](NS(=O)(=O)c1ccc2c(c1)OCCO2)C(=O)OCC(=O)Nc1cc(Cl)ccc1Cl,1.4,-9,12,-17,20,-4,15,-40,1.2
CCOc1ccc(C(=O)Nc2c3c(nn2-c2cccc(Cl)c2)CS(=O)C3)cc1 (centres undefined),1.2,-6,9,-4,-15,3,-4,-16,1
CCn1c(C)cc(C(=O)CSc2nnc(-c3ccco3)o2)c1C,0.87,2,23,23,7,-12,-3,13,0.77
COc1ccccc1N1N=C(c2cccs2)CC1c1ccccc1 (centres undefined),1.3,23,-17,-79,19,0,15,-34,1.8
CCCN(C(=O)c1cc(S(=O)(=O)N(C)c2ccc(OCC)cc2)ccc1C)C1CCS(=O)(=O)C1 (centres undefined),1.1,6,13,1,9,-14,5,-7,0.99
Oc1ccc(-c2nc(-c3ccc(O)c(O)c3)cs2)cc1,0.62,-3,10,32,22,-19,-1,38*,0.68
CN(Cc1ccc(F)cc1)C(=O)c1sccc1-c1ccccc1,0.81,-29,11,-4,9,3,37,19,1
Cc1ccccc1-c1cc(C(=O)NCc2ccc3c(c2)OCO3)nn1CC1CC(c2cccc([N+](=O)[O-])c2)=NO1 (centres undefined),0.96,4,-3,4,4,-8,6,4,0.96
COC(=O)c1cc2oc(C)cc2n1CC(=O)N(C)c1ccccc1,0.99,18,-67,-3,-3,-10,-7,1,1
Cn1c(=O)n(C)c2cc(/C=N/NC(=O)c3ccc(Cl)cc3Cl)ccc21,1.1,-418,2,-2,-300,-10,3,-6,1
N#CCC(=O)Nc1ccc(C(=O)NNC(=O)CCN2CCN(c3ccccc3)CC2)cc1,1,6,20,8,-13,-9,4,-2,0.93
COc1ccc(NC(=S)NC(NC(=O)C(C)C)C(Cl)(Cl)Cl)c([N+](=O)[O-])c1 (centres undefined),0.93,1,-3,12,3,-1,3,7,0.88
CCn1c(C)[n+](Cc2ccccc2)c2ccc(C(=O)OC)cc21,1,-4,18,5,-4,2,-5,0,0.95
COc1ccccc1CC(=O)Nc1cccc(F)c1,0.91,6,9,1,8,-9,-11,9,0.99
CC(=O)Nc1ccccc1P(=O)(c1ccccc1)c1ccccc1OC(C)=O (centres undefined),0.97,5,-6,-3,-6,-5,-5,3,1
CC(N=C1CC(C)(C)CC(=O)/C1=C(/O)CCCN1C(=O)c2ccccc2C1=O)C(=O)O (centres undefined),0.91,0,2,-7,1,-9,-8,9,1.1
O=C(CCN1C(=O)c2ccccc2S1(=O)=O)NCc1ccccc1Cl,1.1,8,6,0,7,-5,9,-8,0.99
CCCn1c(SCC(=O)/C(C#N)=C(\C)N)n[nH]c1=O,0.88,1,14,8,9,-6,-19,12,0.92
CCN(C(=O)C(C)OC(=O)c1nn(-c2ccccc2C(F)(F)F)cc1O)c1ccccc1 (centres undefined),1.2,7,19,1,32,-13,16,-22,0.99
COc1ccc(C(C)(C)C)cc1NC(=O)C1CC(=O)N(C2CCCC2)C1 (centres undefined),1,-2,-5,-4,-3,-3,4,-2,1
Cc1noc(C)c1COC(=O)CCCNC(=O)c1ccc(Cl)cc1,1,-21,6,2,-9,-6,-7,0,0.98
O=C(NC1CCCCC1)C(c1ccncc1)N(Cc1ccccc1)C(=O)c1ccc(-c2ccccc2)[nH]1 (centres undefined),1.2,-5,-1,6,2,3,23,-16,0.94
Cc1cc(NC(=O)CN2CCCC2c2nc3ccccc3s2)no1 (centres undefined),0.99,0,25,6,19,1,4,1,0.94
N/C(Cc1ccc(Cl)cc1Cl)=N\OC(=O)Cc1ccc(Cl)cc1,1.1,85*,38,14,62*,14,-3,-8,0.86
Cc1ccc(S(=O)(=O)NCC(=O)NCC(=O)NC(C)c2ccccc2Br)cc1C (centres undefined),0.96,17,5,6,-9,-7,14,4,0.94
O=C(NCc1cccnc1)c1cccc(-c2cc3ccccc3oc2=O)c1,1.3,34,8,5,7,-9,3,-32,0.95
C/C(=N\NC(=O)c1ccoc1C)c1cccnc1,1,0,-6,2,4,-6,0,-1,0.98
COc1cc(S(=O)(=O)N2CCCCC2)ccc1NC(=O)c1ccncc1,1,-3,-7,-1,2,-3,3,-4,1
Cc1coc2cc3oc(=O)c(CCC(=O)O)c(C)c3cc12,1,-6,7,1,-2,7,-16,0,0.99
Cc1ccc(C(=O)OCC(=O)c2ccc(S(=O)(=O)N3CCCCC3)cc2)o1,1.1,4,5,1,16,1,14,-5,0.99
COc1ccc(N(C)C2=NS(=O)(=O)c3ccccc32)cc1,0.89,6,5,2,7,12,2,11,0.98
COc1cc(/C=C2\SC(=O)NC2=O)ccc1Oc1ccc([N+](=O)[O-])cn1,1,16,15,8,11,12,-16,-4,0.92
NS(=O)(=O)c1ccc(NC(=O)/C=C/c2ccc(S(=O)(=O)NCc3ccco3)cc2)cc1,0.98,-16,33,5,-4,-17,-2,2,0.95
O=C(CCc1ccccc1)Nc1ccc(NC(=O)c2ccco2)nc1,0.76,2,11,5,-7,-11,-1,24,0.95

# Quoted from the results shown (7 entries):
SMILES,hIAP act,TIM10 inh,NALP3 yeast inh,mIAP inh,tim10-1 inh,ATG4B inh,Apaf1 inhib,hIAP block,mIAP act
COc1cc(S(=O)(=O)N2CCCCC2)ccc1NC(=O)c1ccncc1,1,-3,-7,-1,2,-3,3,-4,1
Cc1coc2cc3oc(=O)c(CCC(=O)O)c(C)c3cc12,1,-6,7,1,-2,7,-16,0,0.99
Cc1ccc(C(=O)OCC(=O)c2ccc(S(=O)(=O)N3CCCCC3)cc2)o1,1.1,4,5,1,16,1,14,-5,0.99
COc1ccc(N(C)C2=NS(=O)(=O)c3ccccc32)cc1,0.89,6,5,2,7,12,2,11,0.98
COc1cc(/C=C2\SC(=O)NC2=O)ccc1Oc1ccc([N+](=O)[O-])cn1,1,16,15,8,11,12,-16,-4,0.92
NS(=O)(=O)c1ccc(NC(=O)/C=C/c2ccc(S(=O)(=O)NCc3ccco3)cc2)cc1,0.98,-16,33,5,-4,-17,-2,2,0.95
O=C(CCc1ccccc1)Nc1ccc(NC(=O)c2ccco2)nc1,0.76,2,11,5,-7,-11,-1,24,0.95

# The listing continues.
SMILES,hIAP act,TIM10 inh,NALP3 yeast inh,mIAP inh,tim10-1 inh,ATG4B inh,Apaf1 inhib,hIAP block,mIAP act
COC(=O)c1scc(C)c1NS(=O)(=O)c1ccc(NC(C)=O)cc1,0.68,11,23,2,-7,-7,-26,32,0.98
O=C(NCC1CCCCC1)c1ccc([N+](=O)[O-])cc1,1.1,-1,24,-6,8,4,-14,-6,1.1
Cc1cc2c(c(=O)o1)C(CCC1CCCCC1)C(C#N)=C(N)O2 (centres undefined),0.96,12,18,8,10,0,1,4,0.92
CCOC(=O)c1cnc(-c2ccccc2)nc1N1CC(C)OC(C)C1 (centres undefined),1,8,22,4,4,-1,8,-2,0.96
CC(C)(C#CC(O)(c1ccccc1)c1ccccc1)N1CCCC1,1,8,12,-2,-14,-6,-1,-1,1
CC(=O)N1CCC2(CC1)C(C#N)=C(N)Oc1c2sc2nc(C)cc(C)c12,0.85,5,0,2,12,-5,7,15,0.98
CCC1(CC)NC(=O)N(CC(=O)OCC(=O)Nc2sccc2C#N)C1=O,0.96,9,15,10,7,-4,-10,4,0.9
COc1cccc(-c2nc(-c3ccc(NC(=O)c4ccncc4)cc3)no2)c1,1.1,16,20,8,30,-10,-3,-6,0.92
CCN(c1ccccc1)S(=O)(=O)c1cc(C(=O)O)ccc1C,0.92,0,4,36,8,5,-16,8,0.64
Cc1nnc(N/N=C/c2ccccc2C(F)(F)F)n1N,1.2,-5,14,2,-2,4,-12,-19,0.98
CCOC(=O)C1C(O)=CC(=O)CC1c1ccccc1 (centres undefined),0.92,6,11,-4,13,-9,8,8,1
CC1(c2ccccc2)NC(=O)N(CC#N)C1=O (centres undefined),1,-10,4,0,9,-8,-15,-3,0.99
CCN(CC(=O)Nc1ccc2c(c1)OCCO2)CC(=O)Nc1ccccc1C(F)(F)F,1,5,25,-1,5,-8,-8,0,1
CCN1CCN(c2ccc(Nc3ccnc4ccccc34)cc2)CC1,1,-168,14,6,-87,5,-5,-1,0.94
O=C(O)CC1SC(N/N=C/c2ccc(Br)cc2)NC1=O (centres undefined),0.99,13,21,5,9,-8,0,1,0.95
COc1ccc(C2=NS(=O)(=O)N(C)C(C(=O)Nc3ccc4c(c3)OCO4)=C2)cc1OC,0.94,-6,29,7,-6,-8,2,6,0.93
O=C(NCCO)c1ccc2c3n(nc2c1)-c1ccccc1CO3,1,11,10,4,13,0,7,-3,0.96
Cc1ccc(S(=O)(=O)N(C)CC(=O)NCCCn2nc(C)cc2C)cc1,1,3,-7,-2,5,1,4,0,1
COc1ccccc1N1CCN(S(=O)(=O)c2cccc(F)c2)CC1,1.2,8,17,-10,29,13,13,-18,1.1
CCOc1ccc(NC(=O)Nc2cc(C)on2)cc1,0.97,4,19,-23,-30,0,14,2,1.2
COCCn1c(SCC(=O)Nc2ccccc2OC)nnc1-c1ccco1,1.1,16,-10,2,-4,0,3,-15,0.98
Cc1cc(-c2c(C(=O)N3CCOCC3)c(C)nn2-c2cccc(C(F)(F)F)c2)no1,1.1,9,17,-1,-3,-9,-7,-13,1
COc1ccc(Cl)cc1NC(=O)CN(C)CC(=O)Nc1ccccc1C(F)(F)F,1.5,-8,8,-17,26,0,12,-53,1.2
Cc1ccc(S(=O)(=O)NC(N)=NCCc2ccc(Cl)cc2)cc1,1,3,22,-29,14,-7,12,-3,1.3

# From PubChem

# An unsorted share of the library. About 4.5% of those tested had a hit in this group.
